hIAP inh: human IAP inhibitors, primary screen, biochemical, luminescence, uHTS | inhibition, % at 10 µM | Intestinal-type alkaline phosphatase (Homo sapiens), P09923 | AID 2544, 2010 | purified IAP, CDP-Star luminescence, 30 min | 0.12% of 330,000 active;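 active = inhibition reaching a set limit with compound at 10 µM in the primary screen, cut at about 35% in these data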;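 also: plate controls were DMSO wells with enzyme for no effect and no-enzyme buffer wells for full effect; values of inactives mirror those of a sister screen read the other way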
MPTP block: mitochondrial permeability transition pore inhibitors, primary screen, biochemical, isolated mouse mitochondria, absorbance. inhibition, % at 10 µM. Ca2+ swelling absorbance, 30 min. AID 602449, 2012. 1.4% of 360,000 active;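 active = inhibition of 50% or more, scaled per plate between neutral and stimulator controls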;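 also: 0% = DMSO wells given calcium and 100% = 1 mM EGTA wells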
ATG4B inh: ATG4B protease inhibitors, primary screen, biochemical, fluorescence, uHTS | AID 504462, 2011 | ATG4B cleavage of LC3-PLA2, NBD-HPC fluorescence, 1 h | inhibition, % at 8.33 µM | Cysteine protease ATG4B (Homo sapiens), Q9Y4P1 | 0.51% of 340,000 active; in the data active = inhibition above about 40%
Target sequence (Q9Y4P1 whole entry, looked up): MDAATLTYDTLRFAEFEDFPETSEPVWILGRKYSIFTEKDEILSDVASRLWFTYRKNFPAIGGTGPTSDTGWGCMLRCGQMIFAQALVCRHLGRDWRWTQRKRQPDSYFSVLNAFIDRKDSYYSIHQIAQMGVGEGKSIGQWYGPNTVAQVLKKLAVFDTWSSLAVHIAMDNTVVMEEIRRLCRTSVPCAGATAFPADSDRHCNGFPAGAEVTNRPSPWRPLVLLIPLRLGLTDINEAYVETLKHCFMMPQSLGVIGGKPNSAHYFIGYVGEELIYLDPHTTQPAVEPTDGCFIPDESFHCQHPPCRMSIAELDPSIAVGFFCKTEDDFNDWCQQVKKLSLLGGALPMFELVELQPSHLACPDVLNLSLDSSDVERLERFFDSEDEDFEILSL
mIAP activ: activators of mouse IAP, primary screen, biochemical, luminescence, uHTS; intestinal alkaline phosphatase [Mus musculus]; muIAP, CDP-Star luminescence, 30 min; active compounds read high; 1 = vehicle-only enzyme signal, 0 = enzyme-free wells; activation factor at 10 µM; 0.24% of 330,000 active; AID 2805, 2010;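 active = activation factor of at least 2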; also: the source names both 10 and 20 µM as test concentration; values of inactives mirror those of a sister screen read the other way
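Assay system: mouse IAP enzyme / Compound: DMSO-dissolved test compounds / Timing: 30 min, room temperature / Measured by: luminescence from enzymatic CDP-Star hydrolysis / Control set: DMSO-only wells, enzyme-free buffer wells as negative control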
mIAP block: inhibitors of mouse IAP, primary screen, biochemical, luminescence, uHTS | intestinal alkaline phosphatase [Mus musculus] | purified mouse IAP, CDP-Star luminescence, 30 min | inhibition, % at 10 µM | 0.2% of 330,000 active;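 active = inhibition of at least 40% at 10 µM in the primary screen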;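 also: plate controls were DMSO with enzyme for no effect and no enzyme wells for full effect; values of inactives mirror those of a sister screen read the other way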
A3G deaminase: APOBEC3G DNA deaminase inhibitors, primary screen, biochemical, fluorescence, single-stranded DNA substrate, uHTS | DNA dC->dU-editing enzyme APOBEC-3G (Homo sapiens), Q9HC16 | recombinant A3G, ssDNA deamination FAM/TAMRA fluorescence | inhibition, % at 20 µM | 0.28% of 330,000 active | AID 493012, 2011;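 active = inhibition of at least 40% at 20 µM, with no more than 30% in the related APOBEC3A deaminase screen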;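 also: plate controls were DMSO wells with A3G for no effect and wells lacking A3G enzyme for full effect; some compounds called inactive have numbers as strong as hits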
Target sequence (Q9HC16 whole entry, looked up): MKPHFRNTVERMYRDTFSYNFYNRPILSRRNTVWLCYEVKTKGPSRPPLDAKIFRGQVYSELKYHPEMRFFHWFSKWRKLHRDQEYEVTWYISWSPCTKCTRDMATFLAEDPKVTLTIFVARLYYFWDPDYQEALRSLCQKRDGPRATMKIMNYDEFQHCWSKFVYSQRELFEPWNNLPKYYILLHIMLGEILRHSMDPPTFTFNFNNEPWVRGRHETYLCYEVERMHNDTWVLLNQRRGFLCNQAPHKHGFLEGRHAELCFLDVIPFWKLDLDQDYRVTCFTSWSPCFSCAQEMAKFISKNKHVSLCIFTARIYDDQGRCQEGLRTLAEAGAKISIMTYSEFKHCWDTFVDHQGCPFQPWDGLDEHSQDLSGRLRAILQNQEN
APOBEC3A inh: APOBEC3A ssDNA deaminase inhibitors, primary screen, selectivity assay for APOBEC3G inhibitor project, biochemical, FAM/TAMRA oligo cleavage fluorescence. recombinant A3A, FAM/TAMRA ssDNA deamination fluorescence. 0.41% of 330,000 active. inhibition, % at 20 µM. AID 493011, 2011;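 active = at least 40% inhibition at 20 µM here, with at most 30% in a related deaminase screen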;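 also: plate controls were A3A with DMSO for no effect and wells lacking A3A enzyme for full effect; some results filed as inactive read as strong as hits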
Target sequence (P31941 whole entry, looked up): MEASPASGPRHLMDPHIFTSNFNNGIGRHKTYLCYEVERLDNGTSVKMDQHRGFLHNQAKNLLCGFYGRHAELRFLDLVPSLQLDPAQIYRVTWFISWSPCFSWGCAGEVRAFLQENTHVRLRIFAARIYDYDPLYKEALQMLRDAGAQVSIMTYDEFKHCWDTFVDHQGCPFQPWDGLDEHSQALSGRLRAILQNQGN
beta cell repl: inducers of MIN6 beta-cell proliferation, primary screen, ATP luminescence, uHTS; MIN6 cells proliferation, ATPlite luminescence, 48 h; cells starved in 0.2% serum; 100% = growth in 10% serum; proliferation, % at 10 µM; 0.29% of 330,000 active; AID 2380, 2010;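 active = compounds whose signal lies at least 3.5 SD above the mean of all wells on their plate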;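 also: 0% = DMSO-treated cells in low-serum medium and 100% = 10% serum control; some compounds called inactive have numbers as strong as hits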
hIAP activ: human IAP activators, primary screen, biochemical, luminescence, uHTS; activation factor at 10 µM; AID 2524, 2010; purified human IAP, CDP-Star luminescence, 30 min; active compounds read high; 1 = vehicle-only enzyme, 0 = enzyme-free background; 0.16% of 330,000 active;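 active = activation factor of the enzyme at least 2-fold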; also: the source names both 10 and 20 µM as test concentration; values of inactives mirror those of a sister screen read the other way
* hit, by the source's call. These rows are one share of the data; the hit share may differ from the screen's.

SMILES	hIAP inh	MPTP block	ATG4B inh	mIAP activ	mIAP block	A3G deaminase	APOBEC3A inh	beta cell repl	hIAP activ
CCCCC1(CN2CCCC2=O)C(=O)NC(=O)NC1=O	-18	-0.8	-7	0.95	5	-5	-5	-4	1.2
C[n+]1ccc(-c2ccccc2)c2ccccc21	1	3.6	-6	1.1	-6	0	-4	-8	0.99
Cc1ccnc(-n2c(-c3ccccc3)nc3ccccc3c2=O)c1	11	0.3	2	0.98	2	-2	2	-3	0.89
COc1ccc(C(=O)c2nc3ccccc3n2C(C)C)cc1	-2	-0.2	4	1.1	-6	-9	-3	1	1
O=C1NC(=O)N(c2ccc(Br)cc2)C(=O)/C1=C/c1ccsc1	-70	15	11	1	-4	-4	4	1	1.7
COc1ccc(-n2c(O)c(/C=C/C=Nc3ccccc3)c(=O)[nH]c2=O)cc1	-2	1.9	-21	1.1	-5	-19	-8	0	1
COc1ccc(C(=O)C2CN(C)CC2c2ccc(Cl)cc2)cc1 (stereo not given)	-2	1.3	7	1.1	-6	-3	1	-1	1
COC1=C(C)C(=O)O[C@]12C(=O)C(C)=C1CCCCN3[C@H]([C@@H]4C[C@H](C)C(=O)O4)CC[C@]132	5	-0.1	-6	0.85	15	-8	-4	3	0.95
Cc1ccccc1CN1CCN(C(=O)Cc2ccccc2)CC1	14	3.4	-2	1	-1	-8	-2	-2	0.86
c1ccc(C2CC3CC4(CCCC4)N2O3)cc1 (stereo not given)	-11	-0.2	6	0.94	6	-4	-1	-4	1.1
CC(C)(C)C(=O)Nc1ccc(S(=O)(=O)N2CC3CC(C2)c2cccc(=O)n2C3)cc1 (stereo not given)	-4	-1.6	7	0.92	8	-6	-2	1	1
C[C@@H](N)Cc1cnc[nH]1	-20	-3.2	-2	1	-4	-3	4	-1	1.2
O=C(CCc1nc(-c2ccccc2F)no1)N1CCC2(CC1)OCCO2	-9	0.2	3	1.1	-12	-3	-3	2	1.1
Cc1nn(C2CCOC(C)(C)C2)c2c1C(c1ccc3c(c1)OCO3)SCC(=O)N2 (stereo not given)	-6	-1.5	-14	0.97	2	0	0	-3	1.1
Cc1ccc(-n2c(O)c(C=Nc3ccccc3N)c(=O)[nH]c2=O)cc1C	21	1.0	-7	0.87	13	-3	0	-2	0.79
CC(Cc1ccccc1)/[N+]([O-])=C\c1ccc(C(F)(F)F)cc1 (stereo not given)	-33	-0.3	-1	1.1	-9	10	4	0	1.3
O=C(COc1ccccc1)N1CCN(C2CC3CCC2C3)CC1 (stereo not given)	16	0.5	-9	1	-2	-4	-5	3	0.84
COc1ccc(-n2c(=O)[nH]c3ccccc3c2=O)cc1	-20	-1.0	-11	0.67	33	1	5	-1	1.2
Cn1cc(/C=C2\C(=O)NC(=O)N(c3ccccc3)C2=O)c2ccccc21	19	-0.1	-9	0.94	6	-7	-6	-3	0.81
Nc1ncn[nH]1	-6	2.5	-10	0.98	2	-12	-6	-1	1.1
O=C(Nc1ccc(F)cc1F)c1cccn(Cc2ccccc2)c1=O	-4	0.9	-7	0.93	7	-4	-2	1	1
C/C(=N\Nc1ccccc1)c1c(O)n(-c2ccccc2)c(=O)[nH]c1=O	-6	1.7	-4	0.96	4	4	0	-1	1.1
Cc1cc(Cl)ccc1C(=O)C1CCCN(Cc2ccon2)C1 (stereo not given)	6	-1.1	-1	0.93	7	-2	-2	-1	0.94
O=c1[nH]c(=S)n(CCC2=CCCCC2)c(O)c1/C=N/N1CCOCC1	0	4.5	-3	0.92	8	-4	-2	-2	1
Cc1nc2ccccc2c(=O)n1-c1ccccc1C(F)(F)F	-24	1.8	2	1.2	-17	-2	-1	0	1.2
COc1c(O)ccc2c1-c1c3c(cc4c1C(C2)N(C)CC4)OCO3 (stereo not given)	12	-0.5	17	1.1	-8	-13	-6	-2	0.89
O=C1NC(=O)N(c2ccccc2)C(=O)/C1=C/c1ccoc1	0	1.0	-1	0.66	34	5	10	-1	1
Cc1cc(N2CCOCC2)ccc1/C=C1\C(=O)NC(=O)N(c2ccccc2)C1=O	0	7.8	-1	0.94	6	-4	-4	1	1
Cn1c(O)c(N=Nc2cccc(S(=O)(=O)N3CCOCC3)c2)c(=O)n(C)c1=O	1	1.3	-5	0.92	8	-6	-3	2	0.99
CC(=O)c1c(C)n(Cc2ccccc2Cl)c2ccc(O)cc12	5	0.9	-7	1.1	-8	-2	2	0	0.95
O=C(O)Cn1cc(/C=C2\C(=O)NC(=O)N(Cc3ccco3)C2=O)c2ccccc21	1	2.7	2	0.43	57*	37	64	-2	0.99
Clc1ccc(COC(Cn2ccnc2)c2ccc(Cl)cc2Cl)cc1 (stereo not given)	-7	2.8	8	1	-3	1	-3	-8	1.1
Cc1nc2cc(C(F)(F)F)ccc2n1C1CCN(Cc2nnnn2Cc2cccs2)CC1	-9	1.9	-21	0.98	2	3	3	-1	1.1
C[C@]12CCC3[C@@H](CCC4=CC(=O)CC[C@@]43CO)C1CCC2=O (stereo not given in full)	-12	-1.1	1	1	0	-6	-4	-5	1.1
CN1CCC(O)(c2cccs2)C(C(=O)c2cccs2)C1 (stereo not given)	2	0.9	-4	0.94	6	-2	-6	-5	0.98
CN1CCN(CC(=O)Nc2ccc(Cl)cc2C(=O)c2ccccc2)CC1	2	-0.3	1	1.1	-6	-7	-4	-2	0.98
COC(=O)C1=C(c2ccccc2OCc2ccccc2)C[C@@H]2CC[C@H]1N2C(=O)NCc1ccc(F)cc1	5	-1.6	21	1.3	-30	-11	-2	-6	0.95
CC(=O)OC1N=C(c2ccccc2Cl)c2cc(Br)ccc2NC1=O (stereo not given)	-3	-0.5	-7	1.1	-6	-4	-5	3	1
CCOc1cccc(C2NCc3ccccc3-n3cccc32)c1O (stereo not given)	-3	0.6	4	0.97	3	-4	-3	0	1
CC(C)C[C@H](NP(=O)(O)O[C@@H]1O[C@@H](C)[C@H](O)[C@@H](O)[C@H]1O)C(=O)N[C@@H](Cc1c[nH]c2ccccc12)C(=O)O	-8	-3.5	7	1.1	-6	-6	-1	-3	1.1

As entered above:
Result for CC(C)C[C@H](NP(=O)(O)O[C@@H]1O[C@@H](C)[C@H](O)[C@@H](O)[C@H]1O)C(=O)N[C@@H](Cc1c[nH]c2ccccc12)C(=O)O under APOBEC3A inh: -1
Result for Clc1ccc(COC(Cn2ccnc2)c2ccc(Cl)cc2Cl)cc1 (stereo not given) under mIAP block: -3

Other records follow.
SMILES	hIAP inh	MPTP block	ATG4B inh	mIAP activ	mIAP block	A3G deaminase	APOBEC3A inh	beta cell repl	hIAP activ
CCc1ccc(OCCCN=C(C)c2c(O)n(C)c(=O)n(C)c2=O)cc1	10	-0.3	-10	1.1	-9	-5	-1	0	0.9
Cc1cc(OCC(=O)NCc2ccc(S(N)(=O)=O)cc2)c2c3c(c(=O)oc2c1)CCC3	-21	-0.2	-15	0.98	2	0	4	-1	1.2
Cc1nn(Cc2ccc(Cl)cc2Cl)c(Cl)c1C(=O)O	9	-1.9	0	1	-2	-7	5	-2	0.91
CCN(CC)C(=O)c1ccc2c(c1)C1C=CCC1C(C(=O)O)N2 (stereo not given)	15	2.1	10	0.84	16	56	81	-1	0.85
Cc1cccc(CSc2nc3c(cc2C#N)CN(C)CC3)c1	-8	-0.9	-1	0.77	23	-1	4	-4	1.1
CCCCS(=O)(=O)N1CCN(C(=N)N[N+](=O)[O-])CC1	-5	-1.7	2	0.96	4	-4	-2	1	1
O=c1[nH]c(=O)n(Cc2ccccc2)c(O)c1C=NCCCO	6	-0.3	-6	0.98	2	-4	-3	0	0.94
CC(C)CCNC(=O)c1c(N)n(CC2CCCO2)c2nc3ccccc3nc12 (stereo not given)	8	3.5	9	1.3	-25	-3	-2	-6	0.92
O=C(c1ccco1)c1cn(Cc2ccccc2)c2ccccc12	23	1.6	-4	1	0	-6	-5	-1	0.77
CCCCn1c(N)c(N(CCOC)C(=O)CN2CC=C(c3ccccc3)CC2)c(=O)[nH]c1=O	-2	-1.4	18	1.1	-5	-8	-4	1	1
Cc1ccccc1N1CCN(Cc2ccc3c(c2)OCO3)CC1	-11	-0.1	7	1	-5	-6	-5	0	1.1
C=C(Cl)CSC(=S)N(CC)CC	5	-2.4	10	1	-1	-13	-2	-3	0.95
COc1ccc(/C=C2\C(=O)NC(=O)N(CCC3=CCCCC3)C2=O)c(OC)c1	-24	23	4	1	-3	-5	3	-4	1.2
COc1ccc(/C=C2\C(=O)NC(=O)N(Cc3ccccc3)C2=O)c(OC)c1OC	-12	19	3	1	-2	-1	-2	-1	1.1
CCOCCc1c(O)[nH]c(=S)[nH]c1=O	7	-1.7	12	0.82	18	-4	-8	-1	0.93
CSCCC(N=Cc1c(O)n(-c2ccc(Cl)cc2)c(=O)[nH]c1=O)C(=O)OC(C)(C)C (stereo not given)	2	1.3	-6	1	-4	2	1	-3	0.98
CCOCCN1CCC(OC(C)=O)C(C)C1 (stereo not given)	-21	-0.4	-15	0.97	3	-2	0	1	1.2
O=P1(N(CCCl)CCCl)NCCCO1 (stereo not given)	0	-0.6	-2	1	0	-6	-4	2	1
COc1ccccc1-n1c(O)c(C=NCc2ccc3c(c2)OCO3)c(=O)[nH]c1=O	-2	-2.3	-13	0.99	1	-3	0	-1	1
Cc1ccc(C)c(C2(O)CC(C)N(C)CC2C)c1 (stereo not given)	2	0.6	0	1	-3	6	0	-3	0.98
CC(C)N1CCN(Cc2c[nH]c3ccccc23)CC1CCO (stereo not given)	-32	-1.2	1	1	-3	0	-3	2	1.3
CCc1nc2ccccc2c(=O)n1-c1ccccc1OC	-22	0.3	1	1	0	-5	-1	-1	1.2
CC(C)CCn1c(=O)c(C(=O)Nc2ccccc2S(N)(=O)=O)c(O)c2ccccc21	0	-3.7	11	0.97	3	-7	-4	-6	1
S=C1Nc2ccccc2Sc2ccccc21	-7	0.0	33	0.86	14	4	-1	-5	1.1
CC(C)Sc1nnc(OC(=O)N(C)C)n1-c1ccccc1	-3	0.9	0	1.2	-21	-1	0	-3	1
CN1C[C@@H]2C[C@@H](c3cccn3-c3ccccn3)N3CCC[C@@]23C1=O	6	-1.1	12	1.1	-9	-7	8	1	0.94
CCCCn1c(O)c(/C(C)=N/NC(=O)Nc2ccccc2)c(=O)[nH]c1=O	6	3.5	-15	1	-5	-6	-5	-2	0.94
COc1ccc2c(c1)NP(=S)(Oc1ccccc1)N2 (stereo not given)	21	-0.7	-1	0.82	18	24	10	-6	0.79
Clc1cccc(CNCCc2ccc3c(c2)OCO3)c1	-14	-1.3	-1	1	0	-7	-4	1	1.1
O=C(O)CC1OCC=C2CN3CCC45c6ccccc6NC4C1C2CC35 (stereo not given)	2	0.2	-3	0.92	8	-5	10	1	0.98
